Screening results: PubChem, National Center for Advancing Translational Sciences (NCATS)
EPAC2 antag: antagonists of human EPAC2; Q8WZA2; EPAC2 GEF exchange of Rap1B-BODIPY-GDP, fluorescence; Potency, µM (doses to about 114 µM), for inactives: at the highest dose activity, negative = inhibition, most hits filed as inhibitors; 360,000 tested, 0.18% active; AID 720708; note: potency is the fitted concentration of half-maximal effect; % is set by controls: 0 for no effect and ±100 for the full control effect; nearly all actives have a fitted effect of over 45% in size; many of its hits are not listed in these tables
CCT modulator: modulators of cytosolic chaperonin (CCT/TRiC) activity; AID 651819; 360,000 tested, 0.3% active; activity change, % (test concentration not listed), hits read low; purified chaperonin ATPase assay, HTRF ADP detection, 30 min; in the data active = activity change below about -30%; note: % is set by controls: 0 for no effect and ±100 for the full control effect
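TRiC at 40 or 20 nM final (batch-dependent) in 30 mM Tris pH 7.4, 100 mM KCl, 5 mM MgCl2, 1 mM DTT, with compound at single 76 uM and 10 uM ATP, 30 min at 37 deg C. ADP detected by HTRF Transcreener, 665/615 ratio.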
EPAC1 agonist: agonists of human EPAC1 | O95398 | EPAC1 agonist qHTS, biochemical assay; response scale: 100% = response to 6.5 mM cAMP | Potency, µM (highest dose often 154 µM), for the others: top-dose activation, hits mostly activators | 360,000 tested, 0.073% active | AID 720707; note: potency is the fitted concentration of half-maximal effect; nearly all actives have a fitted effect of over 60% in size
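Nucleotide exchange by EPAC1 (100 nM) on Rap1B–BODIPY-GDP (250 nM) in the presence of 50 uM GDP is tracked fluorescently at 480/540 nm over 30 min. Signals are normalized to a 6.5 mM cAMP control.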
WRN helicase inh: inhibitors of human WRN helicase; Q14191; WRN helicase unwinding, fluorescent forked duplex, kinetic; Potency, µM (series often up to 114 µM), for inactives: at the highest dose activity change, negative = inhibition, actives largely listed as inhibitors; 360,000 tested, 0.46% active; AID 651768; note: potency is the fitted concentration of half-maximal effect; % is set by controls: 0 for no effect and ±100 for the full control effect; nearly all actives have a fitted effect of over 55% in size
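Kinetic red-fluorescence monitoring (525/598 nm) tracks WRN helicase activity after 100 nM fluorophore-quencher forked duplex and 2 mM ATP are added to 20 nM enzyme pretreated 15 min at room temperature with compound.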
Mm-Cpn inhibitor: M. maripaludis TRiC chaperonin inhibition; 330,000 tested, 0.031% active; AID 504842; purified Mm-Cpn ATPase, ADP Transcreener TR-FRET; Potency, µM (series often up to 76.9 µM), for inactives: at the top dose activity, negative = inhibition, hits mostly inhibitors; note: potency is the fitted concentration of half-maximal effect; % is set by controls: 0 for no effect and ±100 for the full control effect; nearly all actives have a fitted effect of over 80% in size
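ATPase turnover read by TR-FRET ADP competition (Eu cryptate antibody/ADP-d2, 665/590 nm): 10uM ATP final, 25nM Mm-CPN final, 30 min 37degC after 10-min compound preincubation, pH 7.4 Tris/KCl/MgCl2/DTT buffer.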
PI5P4Ka inh: PI5P4K alpha (human) kinase inhibition; P48426; PI5P4Kalpha enzyme, ADP-Glo luminescence, 60 min; stronger effect = lower value; max response, %; 330,000 tested, 1.2% active; AID 652105; active = max response of -50% or lower; inconclusive = between -30% and -50%; inactive = -30% or higher; note: value at the top dose of about 77 µM; % is set by controls: 0 for no effect and ±100 for the full control effect
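ADP-Glo luminescence end-point read after a 60 min room-temperature kinase reaction of PI5P4Kalpha plus substrate, initiated with ATP at 5 microM final. Buffer: 0.038 M HEPES pH 7.4, EGTA, 0.1% CHAPS, 5% DMSO.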
PLK1 PBD inh: inhibitors of human PLK1 polo-box domain binding; 360,000 tested, 2.8% active; Potency, µM, without a hit: max response, negative = inhibition, most hits filed as inhibitors; Plk1 PBD binding of FITC phosphopeptide, fluorescence polarization; P53350; note: potency is the fitted concentration of half-maximal effect; series mostly up to about 57 µM; % is set by controls: 0 for no effect and ±100 for the full control effect; nearly all actives have a fitted effect of over 65% in size
Target sequence (P53350 whole entry, looked up, the tested form may be a part): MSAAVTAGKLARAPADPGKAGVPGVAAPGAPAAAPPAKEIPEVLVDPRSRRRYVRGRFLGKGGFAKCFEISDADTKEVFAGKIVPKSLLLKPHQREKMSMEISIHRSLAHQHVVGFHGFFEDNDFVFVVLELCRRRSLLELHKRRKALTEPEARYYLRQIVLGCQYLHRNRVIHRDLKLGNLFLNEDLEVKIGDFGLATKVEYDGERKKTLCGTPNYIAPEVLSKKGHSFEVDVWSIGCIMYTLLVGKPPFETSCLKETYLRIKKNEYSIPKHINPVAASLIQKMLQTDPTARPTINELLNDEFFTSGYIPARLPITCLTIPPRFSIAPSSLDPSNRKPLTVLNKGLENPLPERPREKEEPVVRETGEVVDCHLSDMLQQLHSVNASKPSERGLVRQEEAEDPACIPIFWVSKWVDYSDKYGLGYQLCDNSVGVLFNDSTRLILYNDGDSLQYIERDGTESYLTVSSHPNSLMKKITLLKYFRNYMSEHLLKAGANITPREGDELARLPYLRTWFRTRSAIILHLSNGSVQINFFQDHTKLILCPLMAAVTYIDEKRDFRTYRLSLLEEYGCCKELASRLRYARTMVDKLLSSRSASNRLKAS
EPAC1 antag: blocks human EPAC1 exchange factor | EPAC1 GEF assay, Rap1b-BODIPY-GDP exchange fluorescence | Potency, µM (top dose mostly 115 µM), for the others: top-dose activity change, negative = inhibition, hits mostly inhibitors | 360,000 tested, 0.14% active;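 note: potency is the fitted concentration of half-maximal effect; plate controls were vehicle for no effect and positive control for full effect; nearly all actives have a fitted effect of over 50% in size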
An asterisk follows results filed as active; ? = inconclusive; · = not tested or not shown; [ ] = remark or other dose. Unless noted, calls come from the whole dose curve; as a rule, active = well fitted curve in the direction sought with a large enough effect; inconclusive = small, poorly fitted or top-dose-only effect, or another doubt; inactive = no such curve, though single readings can be large; an effect the other way counts as inactive or inconclusive. An excerpt; count on the stated rates, not on these rows.

| nr | canonical_smiles | EPAC2 antag | CCT modulator | EPAC1 agonist | WRN helicase inh |
| --- | --- | --- | --- | --- | --- |
| 1 | Cn1c(=O)c2cc(NC(=O)CCc3cccnc3)ccc2n1Cc1cccc(C(F)(F)F)c1 | -4% | 0.1 | 2% | 2%[57.1 µM] |
| 2 | O=C(Nc1ccccc1)N1CCN(CCc2ccccc2)CC1 | 14% | 2.0 | 0% | -1% |
| 3 | CC1CN(S(=O)(=O)c2cccc(C(=O)OC/C(O)=C(\C#N)c3nc4ccccc4[nH]3)c2)CC(C)O1 (centres undefined) | 18% | -1.1 | -13% | -8% |
| 4 | Cn1c(CNC(=O)c2ccco2)nnc1SCC(=O)N1CCN(c2ccccc2F)CC1 | 3% | -1.8 | 2% | -7% |
| 5 | O=C(NC1CCCCCC1)c1ccc(Cl)c(S(=O)(=O)N2CCOCC2)c1 | 3% | -2.0 | -4% | -5%[57.1 µM] |
| 6 | C[C@@H]1CCC2[C@](C)(CO)[C@@H](O)CC[C@]2(C)[C@@]12C[C@](CO)(CC(=O)O)CO2 (some centres undefined) | 1% | -0.2 | -10% | 3% |
| 7 | CCOC(=O)c1c(C)[nH]c(C)c1S(=O)(=O)NCC1CCN(Cc2cccc(F)c2)CC1 | 2% | -1.7 | 5% | -1% |
| 8 | ClCC1NCC(c2ccccc2Cl)c2c1[nH]c1ccccc21 (centres undefined) | -28% | 4.3 | 6% | -2% |
| 9 | N/C(=N\OC(=O)c1ccc(Cl)cc1[N+](=O)[O-])c1ccccn1 | 14% | -2.7 | 3% | -33% |
| 10 | COc1ccc(N2CCN(Cc3cc(=O)oc4cc(C)c(Cl)cc34)CC2)cc1 | 15% | 2.1 | -11% | 7% |

| nr | Mm-Cpn inhibitor | PI5P4Ka inh | PLK1 PBD inh | EPAC1 antag |
| --- | --- | --- | --- | --- |
| 1 | · | -2 | -14% | -4% |
| 2 | -3% | 6 | -2% | 9% |
| 3 | 2% | -20 | 8% | 3% |
| 4 | -2% | -2 | -7% | -14% |
| 5 | 0% | 0 | 0% | ? |
| 6 | -18% | 1 | 0% | 7% |
| 7 | 1% | -4 | -5% | -2% |
| 8 | -3% | -17 | 11% | -2% |
| 9 | 0% | -9 | -10% | 11% |
| 10 | 0% | -15 | -4% | -6% |

Next section
| nr | canonical_smiles | EPAC2 antag | CCT modulator | EPAC1 agonist | WRN helicase inh |
| --- | --- | --- | --- | --- | --- |
| 11 | Cc1cc(C=O)c(C)n1-c1sc2c(c1C(=O)O)CCCC2 | 1% | -4.1 | 7% | 0% |
| 12 | COCCN(C(=O)c1ccco1)c1nc(-c2ccccc2)cs1 | 1% | -0.6 | 3% | 3% |
| 13 | Cc1ccc(Cl)c(NC(=O)CN(C)CC(=O)Nc2ccc(F)c(F)c2F)c1Cl | -5% | -1.1 | -10% | 2% |
| 14 | O=C(NCCCn1ccnc1)c1nc(Cn2cc(Br)cn2)no1 | 2% | -1.1 | -2% | -7% |
| 15 | CC(O)(c1ccccc1)c1nc(-c2ccc(Cl)cc2)cs1 (centres undefined) | -4% | -1.7 | -26% | -9% |
| 16 | Cc1ccc(C(=O)N/N=C/c2cccc(OC(=O)/C=C/c3ccco3)c2)cn1 | -3% | -3.9 | 6% | -5%[57.1 µM] |
| 17 | Cc1ccc(C(=O)N2CCCC(CCC(=O)NCc3ccccc3F)C2)cn1 (centres undefined) | -1% | -0.4 | 1% | 6% |
| 18 | COCCNC(=O)CN(Cc1ccc(F)cc1)C(=O)CCC(=O)Nc1nccs1 | 3% | -1.7 | 1% | 7%[57.1 µM] |
| 19 | CCCN(CC(=O)Nc1ccc(F)c(F)c1F)Cc1cc(=O)n2ccsc2n1 | -6% | -0.1 | -11% | 4% |
| 20 | CC(C)C(=O)NC(c1ccccc1)c1cc([N+](=O)[O-])c2cccnc2c1O (centres undefined) | -12% | -4.5 | 18% | ? |

| nr | Mm-Cpn inhibitor | PI5P4Ka inh | PLK1 PBD inh | EPAC1 antag |
| --- | --- | --- | --- | --- |
| 11 | 1% | 1 | -9% | -1% |
| 12 | -9% | 13 | 6% | -26% |
| 13 | 0% | 10 | ? | -12% |
| 14 | -1% | 3 | -15% | -15% |
| 15 | · | 7 | -6% | -10% |
| 16 | 1% | ? | 27µM* | -25% |
| 17 | 4% | 7 | -2% | -16% |
| 18 | 1% | -8 | 3% | 14% |
| 19 | -4% | -7 | 2% | -1% |
| 20 | 0% | -15 | -12% | 56µM* |

Continuation:
| nr | canonical_smiles | EPAC2 antag | CCT modulator | EPAC1 agonist | WRN helicase inh |
| --- | --- | --- | --- | --- | --- |
| 21 | COc1ccc(CCNC(=O)COc2ccc3c(C)cc(=O)oc3c2)cc1OC | -5% | -2.9 | 0% | -8% |
| 22 | CCCC(=O)Nc1nc(-c2ccc3c(c2)OCCO3)cs1 | 7% | 0.4 | 0% | 0% |
| 23 | CCC(Oc1cc(Cl)ccc1Cl)C(=O)NN1C(=O)C2C3CCC(C3=C(C)C)C2C1=O (centres undefined) | -4% | -1.6 | 0% | -9% |
| 24 | COc1ccc(N2CCN(Cc3cc(OC)c(O)c([N+](=O)[O-])c3)CC2)cc1 | 7% | -3.9 | 5% | -10% |
| 25 | CSc1cccc2sc(NC(=O)C3=COCCO3)nc12 | 6% | -0.1 | 6% | -8% |
| 26 | CC(C(=O)O)n1c(C(F)(F)F)nc2ccccc21 (centres undefined) | 9% | 0.7 | -6% | 6% |
| 27 | CCN(CC(=O)Nc1cc(Cl)ccc1C)C(=O)C1CC(=O)N(Cc2ccccc2)C1 (centres undefined) | -3% | -1.7 | -6% | 1% |
| 28 | O=C(NNc1ccccc1)Nc1ccccc1F | -25% | -3.3 | -6% | ? |

| nr | Mm-Cpn inhibitor | PI5P4Ka inh | PLK1 PBD inh | EPAC1 antag |
| --- | --- | --- | --- | --- |
| 21 | -10% | 4 | -11% | 0% |
| 22 | -1% | 3 | -2% | -1% |
| 23 | -9% | 16 | -5% | -10% |
| 24 | -2% | 9 | -1% | -7% |
| 25 | -3% | -3 | 4% | -6% |
| 26 | 1% | -3 | -1% | 9% |
| 27 | 0% | 6 | -20% | -6% |
| 28 | -6% | -3 | -13% | ? |

Eleven entries from above, sorted by SMILES length, smallest number first.
| nr | canonical_smiles | EPAC2 antag | CCT modulator | EPAC1 agonist | WRN helicase inh |
| --- | --- | --- | --- | --- | --- |
| 28 | O=C(NNc1ccccc1)Nc1ccccc1F | -25% | -3.3 | -6% | ? |
| 25 | CSc1cccc2sc(NC(=O)C3=COCCO3)nc12 | 6% | -0.1 | 6% | -8% |
| 26 | CC(C(=O)O)n1c(C(F)(F)F)nc2ccccc21 (centres undefined) | 9% | 0.7 | -6% | 6% |
| 22 | CCCC(=O)Nc1nc(-c2ccc3c(c2)OCCO3)cs1 | 7% | 0.4 | 0% | 0% |
| 17 | Cc1ccc(C(=O)N2CCCC(CCC(=O)NCc3ccccc3F)C2)cn1 (centres undefined) | -1% | -0.4 | 1% | 6% |
| 21 | COc1ccc(CCNC(=O)COc2ccc3c(C)cc(=O)oc3c2)cc1OC | -5% | -2.9 | 0% | -8% |
| 18 | COCCNC(=O)CN(Cc1ccc(F)cc1)C(=O)CCC(=O)Nc1nccs1 | 3% | -1.7 | 1% | 7%[57.1 µM] |
| 16 | Cc1ccc(C(=O)N/N=C/c2cccc(OC(=O)/C=C/c3ccco3)c2)cn1 | -3% | -3.9 | 6% | -5%[57.1 µM] |
| 20 | CC(C)C(=O)NC(c1ccccc1)c1cc([N+](=O)[O-])c2cccnc2c1O (centres undefined) | -12% | -4.5 | 18% | ? |
| 27 | CCN(CC(=O)Nc1cc(Cl)ccc1C)C(=O)C1CC(=O)N(Cc2ccccc2)C1 (centres undefined) | -3% | -1.7 | -6% | 1% |
| 23 | CCC(Oc1cc(Cl)ccc1Cl)C(=O)NN1C(=O)C2C3CCC(C3=C(C)C)C2C1=O (centres undefined) | -4% | -1.6 | 0% | -9% |

| nr | Mm-Cpn inhibitor | PI5P4Ka inh | PLK1 PBD inh | EPAC1 antag |
| --- | --- | --- | --- | --- |
| 28 | -6% | -3 | -13% | ? |
| 25 | -3% | -3 | 4% | -6% |
| 26 | 1% | -3 | -1% | 9% |
| 22 | -1% | 3 | -2% | -1% |
| 17 | 4% | 7 | -2% | -16% |
| 21 | -10% | 4 | -11% | 0% |
| 18 | 1% | -8 | 3% | 14% |
| 16 | 1% | ? | 27µM* | -25% |
| 20 | 0% | -15 | -12% | 56µM* |
| 27 | 0% | 6 | -20% | -6% |
| 23 | -9% | 16 | -5% | -10% |
